cardiac RTF act = cardiac RTF calcium sensitivity activators, primary screen, biochemical, IANBD-TnC fluorescence, EC20 calcium. Troponin I, cardiac muscle (Homo sapiens) + Troponin T, cardiac muscle (Homo sapiens) + …. IANBD-labeled TnC RTF fluorescence at EC20 calcium; 0% EC20 calcium, 100% full calcium. activation, % at 7.2 µM. 0.24% of 340,000 active;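 active means activation above the mean over all tested compounds plus 3 SD, cut at about 30% in these data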;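 further: rise in fluorescence read as greater calcium sensitivity of cardiac thin filaments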
NSD2 inh = NSD2 histone methyltransferase inhibitors, primary screen, biochemical, AlphaScreen, single concentration, set 2; NSD2 peptide methylation, 120 min; inhibition, % at 12.5 µM; Histone-lysine N-methyltransferase NSD2 (Homo sapiens), O96028; 0.54% of 310,000 active; in the data active means inhibition above about 50%
Target sequence (O96028 whole entry, looked up): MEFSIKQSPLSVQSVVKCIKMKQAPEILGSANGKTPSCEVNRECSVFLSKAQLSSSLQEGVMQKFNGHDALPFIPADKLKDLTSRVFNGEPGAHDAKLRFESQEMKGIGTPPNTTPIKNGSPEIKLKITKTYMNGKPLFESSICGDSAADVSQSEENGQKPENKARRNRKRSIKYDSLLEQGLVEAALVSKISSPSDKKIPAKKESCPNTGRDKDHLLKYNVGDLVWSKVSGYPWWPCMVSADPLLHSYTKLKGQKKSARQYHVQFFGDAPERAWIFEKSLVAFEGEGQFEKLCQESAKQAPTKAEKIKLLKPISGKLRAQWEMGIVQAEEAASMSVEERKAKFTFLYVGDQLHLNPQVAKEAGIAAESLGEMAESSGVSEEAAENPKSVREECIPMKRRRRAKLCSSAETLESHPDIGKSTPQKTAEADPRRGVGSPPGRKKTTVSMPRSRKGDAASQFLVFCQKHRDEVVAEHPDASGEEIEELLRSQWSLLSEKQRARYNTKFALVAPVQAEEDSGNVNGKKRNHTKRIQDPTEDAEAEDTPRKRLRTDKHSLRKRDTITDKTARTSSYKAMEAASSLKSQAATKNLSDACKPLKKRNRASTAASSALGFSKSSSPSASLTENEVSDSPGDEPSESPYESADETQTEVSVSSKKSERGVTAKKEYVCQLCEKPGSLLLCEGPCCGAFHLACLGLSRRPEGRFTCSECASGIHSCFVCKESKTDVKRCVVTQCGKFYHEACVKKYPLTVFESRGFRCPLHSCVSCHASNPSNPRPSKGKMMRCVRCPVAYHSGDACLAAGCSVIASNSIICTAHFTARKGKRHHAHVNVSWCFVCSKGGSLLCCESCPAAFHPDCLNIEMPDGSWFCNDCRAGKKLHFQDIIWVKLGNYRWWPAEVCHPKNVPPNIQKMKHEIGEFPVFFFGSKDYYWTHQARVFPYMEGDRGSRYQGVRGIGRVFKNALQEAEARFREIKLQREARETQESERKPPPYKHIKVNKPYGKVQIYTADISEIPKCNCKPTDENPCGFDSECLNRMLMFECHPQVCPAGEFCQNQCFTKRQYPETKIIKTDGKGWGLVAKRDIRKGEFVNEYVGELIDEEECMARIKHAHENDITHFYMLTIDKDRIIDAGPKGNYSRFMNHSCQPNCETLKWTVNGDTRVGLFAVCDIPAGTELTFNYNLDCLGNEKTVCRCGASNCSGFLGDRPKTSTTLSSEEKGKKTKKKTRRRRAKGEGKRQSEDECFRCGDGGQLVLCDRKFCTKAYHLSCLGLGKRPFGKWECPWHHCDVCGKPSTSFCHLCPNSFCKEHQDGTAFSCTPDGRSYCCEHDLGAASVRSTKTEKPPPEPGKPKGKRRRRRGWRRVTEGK
dFosB activator = activators of delta FosB homodimer, primary screen, biochemical, fluorescence polarization, TAMRA-CDK5 oligo, single point; purified delta FosB; percent of positive-control signal above neutral wells; activation, % at 25 µM; Protein FosB (Mus musculus), P13346; 0.99% of 340,000 active; AID 493131, 2011;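 active means mean activation above about 17%, with every replicate also reaching it, limit read from the data, passing the limit was not always enough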;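 further: fluorescence polarization rise as delta FosB binds a TAMRA Cdk5 AP-1 oligo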
RTF Ca sens inh = cardiac RTF calcium sensitivity inhibitors, primary screen, biochemical, IANBD-TnC fluorescence, EC70 calcium; Troponin I, cardiac muscle (Homo sapiens) + Troponin T, cardiac muscle (Homo sapiens) + …; IANBD-labeled cardiac RTF, Ca2+ fluorescence; inhibition, % at 7.15 µM; 0.12% of 340,000 active;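 active means inhibition above the mean inhibition of all tested compounds plus 3 SD, cut at about 17% in these data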;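 further: assay run at fixed EC70 calcium of 1.6 mM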
Keap1-Nrf2 PPI = Keap1-Nrf2 protein-protein interaction inhibitors, primary screen, biochemical, fluorescence polarization, single point; Kelch-like ECH-associated protein 1 (Homo sapiens), Q14145; Keap1 Kelch-Nrf2 peptide fluorescence polarization, 1536-well; inhibition, % at 9.4 µM; 0.15% of 340,000 active; AID 504523, 2011; in the data active means inhibition above about 12%;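 further: human Keap1 Kelch domain with fluorescein labeled Nrf2 9mer peptide probe; 0% = neutral control wells and 100% = peptide positive control; higher means more block of Keap1 binding to Nrf2 peptide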
LANA DNA inh = inhibitors of KSHV C-LANA binding to DNA, primary screen, biochemical, fluorescence polarization, FAM-LBS DNA, MBP-C-LANA, single point; AID 504423, 2011; 0.078% of 340,000 active; inhibition, % at 9 µM;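 active means highest replicate inhibition at or above 60% at 9 µM, even if other replicates fall short; inactive means all replicates below 60% inhibition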;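 further: 0% = neutral control wells and 100% = 4 µM acridine orange control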
PvdQ inh = P. aeruginosa PvdQ acylase inhibitors, primary screen, biochemical, fluorescence, plate reader and imaging, single point. purified PvdQ acylase. 0.063% of 340,000 active. inhibition, % at 10 µM; in the data active means inhibition above about 30%, passing the limit was not always enough;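 further: 0% = vehicle neutral wells and 100% = reference inhibitor wells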
Mot1-301 SUMO = yeast Mot1-301 growth rescue at high temperature, primary screen, SUMOylation pathway inhibitor project, S. cerevisiae, ATP luminescence, 38.5C | S. cerevisiae Mot1-301 growth rescue; percent above DMSO median, 100 means doubled | growth rescue, % at 18.8 µM | 1% of 320,000 active;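 active means every valid replicate shows activation above 250% relative to neutral control wells; inactive means the rest, any valid replicate at or below 250%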;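 further: OY570 slx delta 5 strain wells were the positive control but not used for scaling; some compounds called inactive have numbers as strong as hits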
CDK5 inh = inhibitors of human CDK5/p35 kinase, primary screen, biochemical, single concentration. Cyclin-dependent kinase 5 (Homo sapiens) + Cyclin-dependent kinase 5 activator 1 (Homo …. Recombinant CDK5/p35, ADP-Glo luminescence, 60 min. inhibition, % at 10 µM. 0.01% of 330,000 active;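 active means highest replicate inhibition of at least 50% and at least 75% of replicates reaching 50%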;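 further: plate controls were DMSO neutral control for no effect and GW8510 at 10 µM for full effect; many of its hits are not listed in these tables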
PfHsp90 set2 = growth inhibition of PfHsp90-expressing yeast, primary screen, antimalarial PfHsp90 inhibitor project, S. cerevisiae, BacTiter-Glo luminescence, single point, set 2; inhibition, % at 9.4 µM; BacTiter-Glo ATP, 48 h; yeast lacking PDR1 and PDR3 efflux regulators; 0.32% of 310,000 active;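 active means every replicate shows inhibition above about 80%, whatever the replicate mean, limit read from the data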;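 further: 0% = DMSO neutral controls and 100% = 20 µM radicicol positive controls; yeast relying on Plasmodium falciparum Hsp90 in place of its own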
Rtt109 HAT inh = inhibitors of C. albicans Rtt109/Vps75 HAT, primary screen, biochemical, ThioGlo CoA-SH fluorescence, plate reader | 0.16% of 330,000 active | AID 540336, 2011 | Histone acetyltransferase RTT109 (Candida albicans (strain SC5314 / ATCC MYA-2876)), … | purified Rtt109/Vps75, 4 h | inhibition, % at 34.9 µM;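 active means inhibition of at least 50% in every replicate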
The depositor's hits bear a star; i = inactive; . = not tested or not shown; & = joins results of further samples; ! = not confirmed by another sample.

SMILES	cardiac RTF act	NSD2 inh	dFosB activator	RTF Ca sens inh	Keap1-Nrf2 PPI	LANA DNA inh	PvdQ inh	Mot1-301 SUMO	CDK5 inh	PfHsp90 set2	Rtt109 HAT inh
COc1cc(/C=N/Nc2cccc(C)c2)cc(Br)c1O	2	0	-11	-2	-1	-1.5	-12	.	1.2	23	6
COc1cccc(CNC(=O)C2CCC(CNS(=O)(=O)c3cccc4cccnc34)CC2)c1 (centres undefined)	2	-2	0	-6	-2	-1.8	-16	-3	-0.9	4	-4
O=C(CN1C(=O)NC2(CCCCCC2)C1=O)NC1CCCCCCC1	3	-2	2	-2	0	0.2	-6	-16	-7.4	4	-5
CCOC(=O)Cn1c(-c2ccccc2)ccc(C#N)c1=O	11	-14	-12	0	0	-1.9	-9	0	-3.3	-8	0
Cc1cccc(N=NC(=S)NNc2cccc(C)c2)c1	3	.	1	1	4	1.2	-6	.	0.5	.	1
N#Cc1ccccc1NC(=O)COC(=O)c1ccc(S(=O)(=O)N2CCCC2)cc1	-4	-1	-5	3	0	-0.3	2	.	0.0	-4	2
O=C(CN1CCN(c2ccccc2F)CC1)N1N=CCC1c1ccccc1 (centres undefined)	-2	3	-16	0	-3	0.0	-2	-4	-2.6	-11	0
O=C(CCc1nnc2ccc(N3CCCCC3)nn12)NCC1CCN(Cc2ccc(F)cc2)CC1	4	3	2	0	3	1.2	-2	10	-0.2	14	-4
CSc1ccc2c(c1)C(N1CCN(C)CC1)Cc1ccccc1S2 (centres undefined)	-6&0	11	19*!	3&-3	-4&-1	-0.3&-0.6	-11&-23	-7&20	-1.1&0.2	0&22	19&-5
CC(=O)N1CCc2ccc(NC(=O)c3c(-c4c(Cl)cccc4Cl)noc3C)cc21	-7	-3	-3	0	1	-0.2	13	-5	1.0	1	-18
O=C(CO/N=C/c1ccc(OC(F)F)cc1)N1CCc2ccccc21	-5	-2	4	-9	1	0.6	0	-11	0.1	4	-2
Cc1nn(-c2ccccc2)c(C)c1/C=N/NC(=O)CSc1nc2ccccc2c(=O)n1-c1ccc(Br)cc1	2	-3	-3	-3	5	1.8	8	2	-2.1	4	7
Cc1cc(C)cc(C(=O)Nc2cccc(NC(=O)c3ccco3)c2)c1	-3	-1	-17	-5	5	1.0	-7	-7	0.4	13	12
O=C(c1ccc(C(F)(F)F)cc1)C1CCCN(C(=O)CN2C(=O)CSC2=O)C1 (centres undefined)	-4	0	-9	15	0	-0.1	5	-8	0.8	21	-1
C=CCNc1nc(S(=O)Cc2ccc(C)cc2)nc2c1CCCC2 (centres undefined)	1	1	-2	-7	-5	-1.3	-10	-9	-0.5	-9	-7
O=C(CSc1nc(O)c(Cc2ccccc2)c(=O)[nH]1)Nc1nnc(SCc2ccccc2)s1	4	31	-4	0	-3	1.8	10	207	-0.9	14	-16
O=S(=O)(Nc1ccc(-n2cnnn2)cc1)c1ccc(Cl)s1	-1	-2	-4	-7	-5	2.0	-15	.	-0.7	-12	4
CC(C)CC(=O)NC(=S)Nc1cccc(NC(=O)c2ccccc2Cl)c1	3	-1	2	-6	2	-0.5	2	-7	2.0	12	14
COc1cc(/C=C2\N=C(C)OC2=O)cc(OC)c1OC	0	5	5	0	-3	-0.3	6	245	0.3	13	-7
C[C@@H]1COC(=O)[C@H](CC(=O)OC(C)(C)C)C/C=C\C[C@@H](CC(=O)N(CCO)Cc2ccccc2)C(=O)N1	-14	.	-1	-13	-7	-2.5	10	-16	2.5	-5	23
O=C(c1ccc(N2CCCCC2)c([N+](=O)[O-])c1)N1CCN(c2ccccn2)CC1	0	.	-5	-6	-1	-0.6	-1	26	1.1	11	4
Cc1ccc2nc(N3CCOCC3)c(C=O)c(=O)n2c1	6	-4	1	-2	-4	0.5	-14	-2	0.8	-37	-5
COCC1CCN(C(=O)c2cc(COc3ccc4ncccc4c3)on2)CC1	2	3	0	-3	-4	-0.3	-14	4	-3.1	12	6
CC(C)NC(=O)Cn1nnc(-c2ccc(Cl)cc2)n1	-6	-2	-1	-3	0	-0.7	-7	-2	0.3	7	-1
CCOc1ccc(N=C2NC(=O)C(CC(=O)Nc3ccc(OC)cc3)S2)cc1 (centres undefined)	-7	-1	-1	8	2	0.1	12	7	-1.7	-8	3
(more compounds)
SMILES	cardiac RTF act	NSD2 inh	dFosB activator	RTF Ca sens inh	Keap1-Nrf2 PPI	LANA DNA inh	PvdQ inh	Mot1-301 SUMO	CDK5 inh	PfHsp90 set2	Rtt109 HAT inh
CC(=O)c1ccc(NC(=O)CN2C(=O)CCC2=O)cc1	0	-3	-10	-18	-5	-2.0	-13	.	3.5	-21	8
O=C(Nc1cccc(F)c1)c1cccnc1	-3	-1	-1	-2	-3	2.0	-6	-4	1.2	-9	-2
CC(C)C(NS(=O)(=O)c1ccc(Br)s1)C(=O)O (centres undefined)	-6	-4	-2	-2	-4	-0.5	2	0	0.1	-3	20
Cc1ccc(C(=O)NC(=C(Cl)Cl)S(=O)(=O)c2ccc(C)cc2)cc1	3	0	0	3	1	-0.1	11	-7	-0.6	-58	4
Cc1nc(NC(=O)c2cc3c(s2)CCCCC3)sc1C(=O)N(C)C	2	2	-7	-3	-9	0.3	-10	31	-0.6	-7	5
CCN(CCCNC(=O)CCC(=O)N1CCOc2ccccc21)Cc1ccccc1	4	.	1	-6	-2	1.6	6	-5	1.0	-2	29
CN1C(=C2C(=O)OC(C)(C)OC2=O)Sc2ccccc21	0	-1	-1	3	-2	1.1	-14	-14	-0.5	-3	3
COCCN(C(=O)CSc1n[nH]c(-c2ccccc2)n1)c1c(N)n(CC(C)C)c(=O)[nH]c1=O	6	-3	1	-27	-4	0.2	-2	-1	2.4	-6	4
COC(=O)Cc1c(C(=O)OC)nnn1-c1ccc(OC(F)(F)F)cc1	2	-2	-4	0	-6	-0.1	-8	106	-0.3	0	5
COc1ccc(NC(=S)NC(NC(=O)c2cccc3ccccc23)C(Cl)(Cl)Cl)c([N+](=O)[O-])c1 (centres undefined)	1	-1	10	-5	-3	-1.6	-16	1	-0.6	-10	-11
CC(C)(O)C#Cc1ccccc1C(=O)NC(CC(N)=O)C(=O)O (centres undefined)	3	-1	0	-10	0	-1.1	-7	239	-0.9	-14	0
CN(C)S(=O)(=O)c1cccc(C(=O)C2=C3SC=C(c4ccccc4)N3CC2)c1	2	.	-4	-10	-7	0.4	-17	2	-1.1	-11	15
COc1ccc(/C=N\N2CCN(Cc3ccccc3Cl)CC2)cc1	12	8	-11	-15	0	1.0	-7	-17	1.7	-31	-6
CC(C)(C)c1ccc(/C=C2/SC(N3CCCC3)=NC2=O)cc1	.	5	-23	.	0	0.4	-15	-15	-0.5	-16	15
Cc1cccc(C)c1OCC(=O)N(Cc1cccs1)C1CCS(=O)(=O)C1 (centres undefined)	3	-6	-2	-13	-6	-0.9	-8	-2	-0.5	-3	-14
O=[N+]([O-])c1ccc(-c2c(-c3ccccc3)ncc3ccc(F)cc23)cc1	4	.	2	-12	-7	-2.2	-5	5	-1.0	.	-7
COc1ccc(/C=N/NC(=O)c2ccc(CN3c4cccc5cccc(c45)S3(=O)=O)cc2)cc1	3	0	4	3	-6	0.3	-1	-6	-3.3	-23	-1
O=C1NC(=O)C2(CCCCCCC2)N1	11	0	-4	2	1	0.6	-16	.	1.8	0	-6
COCCSc1nnc(NS(=O)(=O)c2ccc(F)cc2)s1	3	6	1	-16	1	-0.4	0	13	-0.4	0	-3
O=C(CSc1nnnn1-c1ccc(F)cc1)c1ccc(O)c(O)c1	-1	26	-13	-8	-2	1.4	-6	4	0.6	9	6
C=CCNc1oc(COc2ccc(C)cc2)nc1C#N	27	.	-11	-1	-3	-1.4	-4	3	-2.9	7	3
Cc1csc(SCC(=O)Nc2c(C)n(C)n(-c3ccccc3)c2=O)n1	3	-1	2	1	-5	-1.0	-9	-17	-1.2	31	4
CS(=O)(=O)N(CC(=O)Nc1cccc([N+](=O)[O-])c1)c1ccccc1F	-3	2	-3	0	0	-0.5	-7	2	0.5	21	1
O=C(Nc1nc2c(Cl)cccc2s1)c1ccc(Br)o1	-4	-5	-8	-6	-4	-1.2	-10	-11	0.9	-10	-11
CN(C)S(=O)(=O)c1ccc(C(=O)Nc2ccc(OCC(=O)N3CCOCC3)cc2)cc1	-6	0	2	-5	1	-0.5	8	202	-0.5	-6	12
Following part
SMILES	cardiac RTF act	NSD2 inh	dFosB activator	RTF Ca sens inh	Keap1-Nrf2 PPI	LANA DNA inh	PvdQ inh	Mot1-301 SUMO	CDK5 inh	PfHsp90 set2	Rtt109 HAT inh
Brc1ccccc1-c1nnc(COc2ncnc3c2cnn3-c2ccccc2)o1	-7	.	-16	-2	-4	-2.4	10	i	-0.8	2	-3
Cc1cnc(NC(=O)C2CC(=O)N(c3cccc(Cl)c3)C2)s1 (centres undefined)	1	0	2	-3	-6	1.2	-12	-9	-1.1	7	-9
Cc1c(C(=O)N2CCCCC2)c(S(=O)(=O)NCCc2ccc(S(N)(=O)=O)cc2)c(C)n1C	-5	-4	5	-5	1	1.2	-11	6	-0.3	16	-3
O=c1c2c(nc3nc(SCc4ccccc4)[nH]n13)CCC2	0	-6	5	4	-4	-1.7	-4	-28	0.1	24	-4
CC(C)c1ccc(Nc2ccc(C(=O)O)cc2[N+](=O)[O-])cc1	-8	7	-11	-3	-4	48	14	0	-0.7	-33	15
COc1cccc(C(=O)N2CCN(c3ccccn3)CC2)c1	0	-2	-1	-1	-9	-0.9	-13	-21	2.8	-11	-1
Cc1ccc(-c2cc(C(=O)NCc3ccccn3)c3ccccc3n2)cc1	-2	0	-4	0	-3	1.0	8	13	1.3	0	-2
O=C(Nc1cc([N+](=O)[O-])ccc1Cl)c1cccnc1	0	1	-3	-8	2	-2.7	-15	-12	0.5	-4	-2
COc1cc(/C=N/NC(=O)CCc2n[nH]c(=O)[nH]c2=O)cc(OC)c1OC	1	0	10	4	1	2.1	-1	-13	-1.2	9	1
O=C(CSCc1cnn(-c2ccccc2)c1-n1cccc1)NCc1cccs1	0	-2	-5	-9	3	2.9	-5	5	-0.2	5	-2
CSc1nc2cc(C)nn2c(-c2ccc(C(C)(C)C)cc2)c1C#N	-4	-9	-6	-2	-2	0.1	-7	12	0.3	-5	-6
Cc1nn(C)c(C)c1NS(=O)(=O)c1ccccc1Cl	-1	0	3	-6	-1	0.8	6	-7	3.6	-15	1

Screens from PubChem BioAssay.
